# Compound activity (PubChem)
# SR-BI HDL uptake = blocks mouse SR-BI lipid uptake from DiI-HDL. 0.96% of 320,000 active. Q61009. inhibition, % at 12.5 µM. ldlA[mSR-BI] CHO cells, DiI-HDL uptake fluorescence, 3 h;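 active = mean replicate inhibition of at least 70% and a set share of replicates each scoring 70 or more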;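 note: 0% = median of neutral control wells and 100% = median of positive control wells; values of inactives mirror those of a sister screen read the other way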
# dFosB act = enhances mouse delta FosB homodimer DNA binding; purified delta FosB, TAMRA-CDK5 oligo fluorescence polarization; percent of positive-control signal above neutral wells; P13346; activation, % at 25 µM; 0.99% of 340,000 active;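 active = mean activation above about 17%, with every replicate also reaching it, limit read from the data, passing the limit was not always enough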;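 note: fluorescence polarization rise as delta FosB binds a TAMRA Cdk5 AP-1 oligo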
# Target sequence (P13346 whole entry, looked up): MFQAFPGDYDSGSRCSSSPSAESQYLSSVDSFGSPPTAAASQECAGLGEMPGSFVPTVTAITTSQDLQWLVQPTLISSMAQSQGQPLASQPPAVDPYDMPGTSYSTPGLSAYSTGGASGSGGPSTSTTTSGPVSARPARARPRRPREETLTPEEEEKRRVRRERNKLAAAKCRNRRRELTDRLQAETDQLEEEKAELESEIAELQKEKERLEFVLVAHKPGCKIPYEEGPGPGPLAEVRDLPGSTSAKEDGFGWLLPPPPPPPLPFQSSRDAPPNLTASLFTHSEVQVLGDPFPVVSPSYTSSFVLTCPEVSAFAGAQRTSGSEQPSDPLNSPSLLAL
# CDK5 inh = CDK5/p35 (human) kinase inhibition | 0.01% of 330,000 active | Q00535+Q15078 | inhibition, % at 10 µM | Recombinant CDK5/p35, ADP-Glo luminescence, 60 min;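 active = highest replicate inhibition of at least 50% and at least 75% of replicates reaching 50%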;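 note: plate controls were DMSO neutral control for no effect and GW8510 at 10 µM for full effect; many of its hits are not listed in these tables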
# PvdQ acylase = blocks Pseudomonas aeruginosa PvdQ acylase activity | 0.063% of 340,000 active | AID 488965 | inhibition, % at 10 µM | purified PvdQ acylase, fluorescence plate reader; in the data active = inhibition above about 30%, passing the limit was not always enough;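 note: 0% = vehicle neutral wells and 100% = reference inhibitor wells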
# NSD2 inh = NSD2 (human) methyltransferase inhibition | O96028 | NSD2 peptide methylation, AlphaScreen, 120 min | inhibition, % at 12.5 µM | 0.54% of 310,000 active; in the data active = inhibition above about 50%
# HTR5A inv ctr = counter-screen for OPRM1-OPRD1 inverse agonists: human HTR5A inverse agonism | P47898 | HTR5A cell line, luminescence | inhibition, % at 9.3 µM | 0.083% of 340,000 active; in the data active = inhibition mostly above about 23%, no sharp cut-off; inactive = mostly below about 18%;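 note: 0% = cells with DMSO and 100% = no-cell wells with DMSO; some compounds called inactive have numbers as strong as hits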
# Target sequence (P47898 whole entry, looked up): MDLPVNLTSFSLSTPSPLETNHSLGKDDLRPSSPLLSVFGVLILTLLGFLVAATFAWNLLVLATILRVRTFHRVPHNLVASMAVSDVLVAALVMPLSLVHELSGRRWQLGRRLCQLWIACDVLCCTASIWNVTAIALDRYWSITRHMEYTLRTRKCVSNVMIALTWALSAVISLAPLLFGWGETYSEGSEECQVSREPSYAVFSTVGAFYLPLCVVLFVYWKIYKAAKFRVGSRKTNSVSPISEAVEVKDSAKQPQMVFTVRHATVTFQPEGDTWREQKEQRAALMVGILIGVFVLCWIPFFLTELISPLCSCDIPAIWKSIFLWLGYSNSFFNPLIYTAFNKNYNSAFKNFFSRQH
# MITF act = increases MITF-driven TRPM1 promoter luciferase signal; SK-MEL-5 TRPM1-promoter luciferase, 24 h; % of positive control, neutral wells = 0; activation, % at 12.5 µM; 0.75% of 300,000 active; AID 588334;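 active = mean activation of at least 80% with every replicate also reaching 80%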;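 note: 0% = neutral control wells and 100% = parthenolide positive control wells; values of inactives mirror those of a sister screen read the other way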
# V-ATPase pHluor = yeast V-ATPase proton transport regulation by pHLuorin; S. cerevisiae, pHLuorin cytosolic pH fluorescence; response, % at 10 µM; 0.37% of 350,000 active; AID 504577; in the data active = response mostly above about 7.3%, no sharp cut-off; inactive = mostly below about 5.4%; note: actives read high; inactives centre near 0; some compounds called inactive have numbers as strong as hits; reference of the scale not given here
# HTR5A ag = activates human HTR5A in OPRM1-OPRD1 agonist counter-screen. 0.61% of 340,000 active. HTR5A agonist assay, luminescence, cell-based. P47898. AID 504692. activation, % at 9.3 µM; in the data active = activation mostly above about 9.5%, no sharp cut-off; inactive = mostly below about 7.6%;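 note: 0% = cells with vehicle only and 100% = reference agonist; strong numbers were not always called active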
# Wnt bcat act = activates Wnt/beta-catenin signaling in a reporter cell assay. AID 743398. activation, % at 9.35 µM. 1.2% of 300,000 active. activator, plate reader; in the data active = activation above about 30%, passing the limit was not always enough;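 note: 0% = neutral control wells and 100% = positive control wells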
# * = called active by the depositor; . = not tested or not shown; & = joins results of further samples. No enrichment for hits (roughly 5% active in at least one column).
SMILES,SR-BI HDL uptake,dFosB act,CDK5 inh,PvdQ acylase,NSD2 inh,HTR5A inv ctr,MITF act,V-ATPase pHluor,HTR5A ag,Wnt bcat act
CN(C)CCN(Cc1ccccc1)S(=O)(=O)c1ccc(-c2ccc(=O)[nH]n2)s1,6,-11,-7.0,-25,.,7,18,1,5,-1
Cc1ccc(C(=O)NC(C)c2nnc(SCC(=O)NC3CCCC3)n2C)cc1 (centres undefined),-14,2,-1.1,-10,-3,-16,1,-2,-2,3
CCC1(C)Cc2c(sc3nnn(Cc4ccccc4Cl)c(=O)c23)CO1 (centres undefined),46,-14,-0.4,15,0,-4,-3,3,-2,.
COc1cccc(CN(C)C(=O)c2csc3c2CCCC3)c1OC,16,0,-0.3,-7,-5,-3,1,0,8,-2
CC1CCN(C(=O)c2[nH]cnc2C(=O)N[C@@H](C)C(=O)OCc2ccccc2)CC1,-4,1,-3.1,5,.,-21,-1,-3,3,-3
NC(=O)N/N=C/c1c(Sc2nnnn2-c2ccccc2)nc2ccccn2c1=O,.,-7,0.7,-11,6,-6,-15,2,-1,-6
CC(C)(C)Nc1nc(Cl)nc(Nc2ccccc2)n1,6,-11,1.6,-14,0,4,.,-1,8,9
COC(=O)c1ccc(CN2CCN(CC=C(C)C)C(CCO)C2)cc1 (centres undefined),-26,-2,-1.7,-1,0,-5,-6,3,2,0
Fc1cccc(CSc2ncnc3c2oc2ccccc23)c1,-9,-2,-3.0,-10,-3,1,7,-5,0,.
CC(NC(=O)CN(C)S(=O)(=O)c1ccc(F)cc1)C1CC2CCC1C2 (centres undefined),3,-6,-1.3,-20,3,-5,.,1,6,2
COCc1cc(C(C)=O)ccc1OC,-12,-1,-3.2,-11,3,-1,1,0,-6,.
CCCCC(=O)Nc1ccc(NC(=S)NC(=O)CC)cc1OC,63,-5,0.5,12,0,9,-2,-2,-5,.
CCOc1ccc(NC(=O)COC(=O)COc2cccc3c2OC(C)(C)C3)cc1,6,-12,-1.3,-7,-3,8,6,2,3,-2
COc1ccccc1NC(=O)C/C(C)=N/NC(=O)c1ccccn1,.,-3,4.6,-10,0,-2,.,3,1,2
O=[N+]([O-])c1cc([N+](=O)[O-])c(Oc2cc(F)cc(F)c2)cc1NN1CCCCC1,-5,-10,0.9,-7,.,-14,-1,-7,-2,0
Clc1ccc(-c2ccnc(Oc3cc(Cl)ccc3Cl)n2)cc1,.,19*,0.9,-15,-5,-28,15,-1,-1,.
C=CCc1cccc2cc(C(=O)NCc3ccc(C(=O)OCC)o3)c(=O)oc12,0,-18,0.7,-6,5,0,.,-16,0,.
Cc1c(O)ccc2c3c(c(=O)oc12)CCC(C)C3 (centres undefined),-1,-6,-0.6,-8,4,16,12,4,5,.
Cc1ccc(Cn2ccc(NC(=O)c3cc(-c4ccc(Br)cc4)on3)n2)cc1,7,-7,-1.4,7,-7,16,-3,4,-2,.
CCCc1ccc(OCC(O)CN2CCN(c3ccccc3)CC2)cc1 (centres undefined),0&-1,-13&-10,0.8&-2.7,-16&-9,-1&0,-10&9,-3&-3,3&-1,3&-2,1
O=C(NC1Cc2ccccc2C1)c1cc(COc2cccc(C(F)(F)F)c2)on1,-8,0,1.5,-2,-1,7,1,4,5,-2
O=C(CSc1nnc(CNC(=O)c2c(F)cccc2F)o1)NCC1CCCO1 (centres undefined),-8,-2,0.0,-15,-2,0,1,-6,1,0
COC(=O)c1scc(S(=O)(=O)C(C)C)c1N/N=C(\C#N)C(=O)c1ccc(Cl)cc1,5,-1,1.3,-10,6,28,-15,-4,5,0
CCCn1cc(S(=O)(=O)c2ccccc2)c(=O)c2cc(OC)c(OC)cc21,-19,0,-0.1,4,-3,-11,-2,0,1,0
O=C(O)c1ccccc1C(=O)Nc1cc(C(F)(F)F)ccc1N1CCCC1,-6,-4,-1.0,-5,1,3,-14,-3,-1,3
CCN(CC)CC#CC(C)OCOCC#CCOC (centres undefined),-23,2,-1.8,-12,-1,20,7,-1,-8,.
CCOC(=O)c1cn(Cc2cccc(Cl)c2)nn1,-23,3,0.3,-9,-1,11,10,0,4,0
CCOC(=O)C1=C(C)N(c2ccccc2)C(=O)/C1=C\c1ccco1,27,-7,-1.2,4,31,2,-8,-3,4,.

# In the list so far, these have nitrogen in an aromatic ring.
SMILES,SR-BI HDL uptake,dFosB act,CDK5 inh,PvdQ acylase,NSD2 inh,HTR5A inv ctr,MITF act,V-ATPase pHluor,HTR5A ag,Wnt bcat act
CN(C)CCN(Cc1ccccc1)S(=O)(=O)c1ccc(-c2ccc(=O)[nH]n2)s1,6,-11,-7.0,-25,.,7,18,1,5,-1
Cc1ccc(C(=O)NC(C)c2nnc(SCC(=O)NC3CCCC3)n2C)cc1 (centres undefined),-14,2,-1.1,-10,-3,-16,1,-2,-2,3
CCC1(C)Cc2c(sc3nnn(Cc4ccccc4Cl)c(=O)c23)CO1 (centres undefined),46,-14,-0.4,15,0,-4,-3,3,-2,.
CC1CCN(C(=O)c2[nH]cnc2C(=O)N[C@@H](C)C(=O)OCc2ccccc2)CC1,-4,1,-3.1,5,.,-21,-1,-3,3,-3
NC(=O)N/N=C/c1c(Sc2nnnn2-c2ccccc2)nc2ccccn2c1=O,.,-7,0.7,-11,6,-6,-15,2,-1,-6
CC(C)(C)Nc1nc(Cl)nc(Nc2ccccc2)n1,6,-11,1.6,-14,0,4,.,-1,8,9
Fc1cccc(CSc2ncnc3c2oc2ccccc23)c1,-9,-2,-3.0,-10,-3,1,7,-5,0,.
COc1ccccc1NC(=O)C/C(C)=N/NC(=O)c1ccccn1,.,-3,4.6,-10,0,-2,.,3,1,2
Clc1ccc(-c2ccnc(Oc3cc(Cl)ccc3Cl)n2)cc1,.,19*,0.9,-15,-5,-28,15,-1,-1,.
Cc1ccc(Cn2ccc(NC(=O)c3cc(-c4ccc(Br)cc4)on3)n2)cc1,7,-7,-1.4,7,-7,16,-3,4,-2,.
O=C(NC1Cc2ccccc2C1)c1cc(COc2cccc(C(F)(F)F)c2)on1,-8,0,1.5,-2,-1,7,1,4,5,-2
O=C(CSc1nnc(CNC(=O)c2c(F)cccc2F)o1)NCC1CCCO1 (centres undefined),-8,-2,0.0,-15,-2,0,1,-6,1,0
CCCn1cc(S(=O)(=O)c2ccccc2)c(=O)c2cc(OC)c(OC)cc21,-19,0,-0.1,4,-3,-11,-2,0,1,0
CCOC(=O)c1cn(Cc2cccc(Cl)c2)nn1,-23,3,0.3,-9,-1,11,10,0,4,0

# Random excerpt: 2 entries already listed, in no set order.
SMILES,SR-BI HDL uptake,dFosB act,CDK5 inh,PvdQ acylase,NSD2 inh,HTR5A inv ctr,MITF act,V-ATPase pHluor,HTR5A ag,Wnt bcat act
CCOC(=O)C1=C(C)N(c2ccccc2)C(=O)/C1=C\c1ccco1,27,-7,-1.2,4,31,2,-8,-3,4,.
Cc1ccc(C(=O)NC(C)c2nnc(SCC(=O)NC3CCCC3)n2C)cc1 (centres undefined),-14,2,-1.1,-10,-3,-16,1,-2,-2,3
